# FXIIa single: inhibitors of human coagulation factor XIIa. P00748. 33,000 compounds, 0.2% hits. inhibition, % at 10 µM. AID 701. purified human FXIIa, AMC substrate fluorescence, 2 h; in the data active = inhibition above about 30%;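 note: 0% = enzyme with vehicle only and 100% = no enzyme blank; many of its hits are not listed in these tables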
# FXIa single inh: inhibitors of human coagulation factor XIa | purified human FXIa, fluorogenic AMC substrate cleavage | 33,000 compounds, 0.3% hits | P03951 | AID 687 | inhibition, % at 10 µM;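 active = inhibition above 40% in the primary screen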;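 note: 0% = enzyme without compound and 100% = blank wells lacking enzyme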
# Target sequence (P03951 19-387 limits assumed): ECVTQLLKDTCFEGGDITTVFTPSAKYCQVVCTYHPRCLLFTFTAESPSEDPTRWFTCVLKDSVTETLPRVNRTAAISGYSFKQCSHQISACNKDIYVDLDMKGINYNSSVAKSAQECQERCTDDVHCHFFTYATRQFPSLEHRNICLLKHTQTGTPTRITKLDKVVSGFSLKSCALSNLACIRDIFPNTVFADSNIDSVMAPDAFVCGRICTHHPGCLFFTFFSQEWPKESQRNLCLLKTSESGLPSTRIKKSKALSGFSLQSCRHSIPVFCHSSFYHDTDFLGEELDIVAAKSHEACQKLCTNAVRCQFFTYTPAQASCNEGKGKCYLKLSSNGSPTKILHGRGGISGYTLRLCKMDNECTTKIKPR
# Target sequence (P03951 388-625 limits assumed): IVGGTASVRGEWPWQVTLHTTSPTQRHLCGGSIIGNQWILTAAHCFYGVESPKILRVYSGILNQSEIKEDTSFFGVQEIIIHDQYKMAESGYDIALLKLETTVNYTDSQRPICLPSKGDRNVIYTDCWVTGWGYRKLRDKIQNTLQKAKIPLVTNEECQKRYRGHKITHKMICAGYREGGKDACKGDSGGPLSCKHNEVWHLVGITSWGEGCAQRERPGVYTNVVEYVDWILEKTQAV
# The depositor's hits bear a star. A portion of the library; the hit share may differ from the screen's.
canonical_smiles | FXIa single inh | FXIIa single
CNC(=O)COC(=O)c1[nH]c(C)c(C(C)=O)c1C | 46* | 6
COc1ccc(C2C(C(C)=O)=C(Nc3ccccc3)CC(C)(O)C2C(C)=O)cc1OC (configuration not stated) | -5 | 5
CNc1nc(SCc2ccccc2)nc(N2CCOCC2)n1 | 0 | 12
CC1CCCC(n2c(=S)[nH]c3ccccc3c2=O)C1C (configuration not stated) | -9 | 8
COc1ccc(S(=O)(=O)C(C#N)c2nc3ccccc3nc2N2CCCCC2)cc1 (configuration not stated) | -3 | 4
O=C(NC1CC1)C1CCCN1S(=O)(=O)c1ccc2ccccc2c1 (configuration not stated) | -3 | 3
Cc1cc(C)c(C#N)c(SC2CCCCC2=O)n1 (configuration not stated) | 2 | 4
O=S(=O)(CCc1nc2ccccc2s1)c1ccc2ccccc2c1 | -8 | 7
CC1(C)Cc2nc(N3CCOCC3)c(C#N)cc2CO1 | -3 | 1
O=C(Nc1ccc2c(c1)C(=O)N(CC1CCCO1)C2=O)c1cccc(Br)c1 (configuration not stated) | 0 | 5
O=C(Nc1cc(-c2nn(CC(=O)N3CCCCC3)c(=O)c3ccccc23)ccc1N1CCOCC1)c1ccc(Cl)cc1 | 37 | -11
COC(=O)COc1ccc(S(=O)(=O)Nc2ccc(C(N)=O)cc2)cc1Cl | 2 | -11
CCOCc1nnc(NC(=O)c2cccs2)s1 | 4 | 6
Cc1ccc2cc(COC(=O)c3ccco3)c(=O)[nH]c2c1 | 10 | 4
COc1ccc(NC2=NCC(=O)N2c2ccccc2F)cc1 | 1 | 2
CCc1ccc(NC(=O)C(CC)Sc2nc3cc4c(cc3c(=O)n2Cc2ccco2)OCO4)cc1 (configuration not stated) | 7 | 8
C=CCOCCN1C(=O)C2C(c3ccccc3)C=CC(c3ccccc3)C2C1=O (configuration not stated) | -1 | -3
CSc1ccccc1NC(=O)c1cccnc1 | 1 | 2
O=C(NCC1CCCO1)c1ccc(S(=O)(=O)N2CCCCC2)cc1 (configuration not stated) | 9 | 6
COc1cccc2cc(C(=O)N3CCN(C/C=C/c4ccccc4)CC3)c(=O)oc12 | 2 | 3

# The last 4 entries of the section above come first, to join the parts.
canonical_smiles | FXIa single inh | FXIIa single
C=CCOCCN1C(=O)C2C(c3ccccc3)C=CC(c3ccccc3)C2C1=O (configuration not stated) | -1 | -3
CSc1ccccc1NC(=O)c1cccnc1 | 1 | 2
O=C(NCC1CCCO1)c1ccc(S(=O)(=O)N2CCCCC2)cc1 (configuration not stated) | 9 | 6
COc1cccc2cc(C(=O)N3CCN(C/C=C/c4ccccc4)CC3)c(=O)oc12 | 2 | 3
O=C1C2C3C=CC(C3)C2C(=O)N1CC1CCCO1 (configuration not stated) | 1 | 6
CC1(C)Cc2nc3nc(SCC(=O)NCCc4ccccc4)n(-c4ccccc4)c(=O)c3cc2CO1 | -4 | 6
N#C/C=C1\n2c(nc3ccccc32)OC12CCCCC2 | 10 | 8
Cc1cc(=O)oc2ccc(OCC(=O)O)cc12 | -10 | 4
Cc1nnc(SCC(=O)Nc2ncc3c(n2)CC(C)(C)CC3=O)s1 | 24 | -14
CS(=O)(=O)N(CC(=O)NCc1ccco1)c1ccccc1Cl | -2 | 10
Cc1c(C(=O)NCc2cccnc2)oc2ccc(S(=O)(=O)N3CCC4(CC3)OCCO4)cc12 | -6 | 6
CCNC(=O)c1ccc(C2SCC(=O)N2Cc2ccco2)cc1 (configuration not stated) | 1 | 2
Cc1[nH]c2ccc(C(=O)O)cc2c1C | -2 | 11
COc1ccc(Cc2nn[nH]n2)cc1 | -7 | 6
COc1ccccc1NC(=O)Cn1cc(C#N)c2ccccc21 | -1 | 9
C/C(=C\C(=O)c1ccccc1)Nc1ccc(O)cc1 | -1 | 5
Cc1nn(-c2ccccc2)c2sc(-c3nnc(SCC(=O)O)o3)cc12 | -4 | 4
COc1ccc(NC(=O)CCC2CCCC2)cc1OC | -4 | 6
Cn1c(=O)n(Cc2ccccc2)c(=O)c2c1nc1n2CCS1 | 4 | 3
COc1cccc(CNc2ccc(F)c(Cl)c2)c1OC | -1 | 5
O=C(c1ccccc1-c1ccccc1)N1CCN(c2ccccn2)CC1 | 4 | 7
O=C(NC1CCC(C(=O)O)CC1)OCc1ccccc1 (configuration not stated) | -1 | 6
CCN(CC)C(=O)Cn1cnc2sc(C(=O)Nc3cc(OC)c(OC)c(OC)c3)c(C)c2c1=O | -5 | -2
CCC(NC(=S)NCc1ccccc1)C(=O)O (configuration not stated) | -3 | -1

# In the list so far, 4 contain a Cl atom:
canonical_smiles | FXIa single inh | FXIIa single
O=C(Nc1cc(-c2nn(CC(=O)N3CCCCC3)c(=O)c3ccccc23)ccc1N1CCOCC1)c1ccc(Cl)cc1 | 37 | -11
COC(=O)COc1ccc(S(=O)(=O)Nc2ccc(C(N)=O)cc2)cc1Cl | 2 | -11
CS(=O)(=O)N(CC(=O)NCc1ccco1)c1ccccc1Cl | -2 | 10
COc1cccc(CNc2ccc(F)c(Cl)c2)c1OC | -1 | 5

# (cont.)
canonical_smiles | FXIa single inh | FXIIa single
COc1ccc(Br)cc1S(=O)(=O)n1ccnc1C | -2 | 2
Cc1cc(C)nc(NS(=O)(=O)c2ccc(NC(=O)c3cccs3)cc2)n1 | 2 | 2
CCC(C(=O)NC1CCCC1)N(C(=O)Cn1nnc(-c2cccs2)n1)c1cnc2ccccc2c1 (configuration not stated) | 8 | 4
CCCOc1ccc(N2C(=O)CC(NCCCN3CCC(C(N)=O)CC3)C2=O)cc1 (configuration not stated) | -8 | 3
CCN1C(=O)N(CC)C2NC(=S)NC21 (configuration not stated) | 2 | -2
O=C1CN=C(Nc2ccccc2Cl)N1Cc1ccc2c(c1)OCO2 | -2 | 4
CCOC(=O)Nc1ccc2c(c1)nc(CN1CCN(C(C)=O)CC1)n2C | 1 | 8
Cc1cc(Cl)ccc1NC(=O)NC1CCN(S(=O)(=O)c2ccc(F)cc2)CC1 | -3 | 6
COc1cccc(CNc2cc(CSc3ccc(Cl)cc3)nc(C)n2)c1 | 0 | -5
COCCNC(=O)CSCc1c(F)cccc1Cl | 0 | -12
FC(F)(F)C12CC(c3ccccc3)=NCCN1CCN2 (configuration not stated) | 1 | 5
Cc1ccc(Cc2cnc(NC(=O)c3ccco3)s2)cc1 | 4 | 12
Cc1cc(NCc2ccccc2)nc(N2CCOCC2)n1 | 3 | 6
Cc1ccccc1Nc1nc(CSc2nnnn2-c2ccccc2)cs1 | -3 | 11
CCCCCCC(=O)Nc1ccc(C(=O)N2CCCC2)cc1 | -4 | 7
Cc1ccc(S(=O)(=O)N(C)CC(=O)N2CCN(c3ccccn3)CC2)cc1 | -1 | 8
CC(C)NC(=O)c1ccc(OC2CSC2)cc1 | 1 | 11
Cc1nc2ccc(C(=O)O)cc2[nH]1 | 2 | 13
O=C(Nc1nnc(-c2ccccc2)o1)C1CCCCC1 | 2 | 4
CCN1C(=O)CC(N2CCN(c3ccc(C(=O)c4ccncc4)cc3)CC2)C1=O (configuration not stated) | -3 | 3

canonical_smiles | FXIa single inh | FXIIa single
NNC(=O)CCc1c[nH]c2ccccc12 | 0 | 0
O=C(c1ccc(C(=O)N2CCCCCC2)cc1)N1CCCCCC1 | 5 | 4
CCC1Oc2ccc(C)cc2N(CC(=O)NCC2COc3ccccc3O2)C1=O (configuration not stated) | -2 | 6
CCN(CC)S(=O)(=O)c1ccc(NC(=O)CC(NC(C)=O)c2ccccc2)cc1 (configuration not stated) | 5 | 6
Fc1ccccc1-c1nc(-c2ccc(Cl)cc2)no1 | 33 | -12
CCCC(C)C(=O)Nc1ccc2c(c1)OCCO2 (configuration not stated) | 1 | -1
COCCCNc1c2c3c(cccc3[nH]c1=O)C(=O)c1ccccc1-2 | -10 | -19
CS(=O)(=O)N(CC(=O)Nc1ccc2c(c1)OCO2)c1ccc2c(c1)OCO2 | 0 | -5
Cn1c(C(=O)N2CCOCC2)cnc1Sc1ncc(C(F)(F)F)cc1Cl | 15 | -10
Cc1noc(NS(=O)(=O)c2ccc(N/C=C\C(=O)c3ccncc3)cc2)c1C | 1 | 5
Cc1ccc(-n2ncc3c(=O)n(CC(=O)N4CCN(c5ccccc5F)CC4)cnc32)cc1C | 2 | 6
CC1(C)CC(CC(=O)O)(c2ccc(Cl)cc2)CCO1 (configuration not stated) | 29 | -9
CS(=O)(=O)c1ccc2nc(NC3(C(F)(F)F)N=C4SCCN4C3=O)sc2c1 (configuration not stated) | -12 | -7
FC(F)(F)c1cccc(-c2ccc(-c3csnn3)o2)c1 | 4 | 4
O=C(CSc1ncnc2c1oc1ccccc12)Nc1nc2ccccc2s1 | 10 | 4
CCOC(=O)C1=C(CSc2nc3c(cc2C#N)CN(C)CC3)OC(N)=C(C#N)C1c1ccc(F)cc1 (configuration not stated) | 12 | 6
Cc1ccc(NC2=C(Cl)C(=O)OC2NC(=O)c2ccccc2)cc1 (configuration not stated) | 4 | 7
c1coc(C2Nc3cccc4cccc(c34)N2)c1 | -2 | 6
CCCCn1nnc(NC(=O)COc2cc(C)ccc2C(C)C)n1 | 0 | -13
CC(C)COC(=O)Nc1ccccc1C(=O)N1CCOCC1 | -1 | 4

# Taken from above.
# COc1ccc(C2C(C(C)=O)=C(Nc3ccccc3)CC(C)(O)C2C(C)=O)cc1OC (configuration not stated) in FXIa single inh = -5
# NNC(=O)CCc1c[nH]c2ccccc12 in FXIa single inh = 0

# Continued:
canonical_smiles | FXIa single inh | FXIIa single
O=C(Cn1ncc2c3ccccc3n(Cc3ccc(F)cc3)c2c1=O)N1CCN(c2ncccn2)CC1 | 8 | 4
CCOC(=O)NC1(C(F)(F)F)C(=O)NC(C)=C1C(=O)OC (configuration not stated) | -6 | 4
O=C(c1ccccc1)N1CCN(C2c3cccc4cccc(c34)C2NS(=O)(=O)c2ccccc2)CC1 (configuration not stated) | -1 | -2
O=C(CCn1c(=O)[nH]c2ccsc2c1=O)N(CCc1ccccc1)Cc1ccccc1 | 23 | -18
CCOC(=O)N1CCC(NC(=O)Cc2cn(C)c3ccccc23)CC1 | 5 | 2
OC1CCN(c2c3c(nc4cc(-c5ccc(F)cc5)nn24)CCC3)CC1 | -4 | 5
COc1ccc(CCNC(=O)C2CCN(c3ccc(N4CCOCC4)nn3)CC2)c(OC)c1 | -11 | -16
CCOc1cc(S(=O)(=O)Nc2ccccn2)ccc1F | -1 | 8
O=C(c1ccc(Cl)c(Cl)c1)N1CCCC1 | -10 | -1
CCc1nnc(NC(=O)c2cccc(S(=O)(=O)N3CCc4ccccc43)c2)s1 | -2 | 4
CC(C)n1cc(/C=C2\NC(=O)N(c3cccc(Cl)c3)C2=O)c2ccccc21 | 0 | 4
Cc1ccc(N(C(=O)c2ccccn2)C2(C(=O)NC3CCCC3)CCCCC2)cc1 | 42* | 6
O=C(NCCN1CCOCC1)C1CCC(=O)N1Cc1ccc(F)cc1 (configuration not stated) | 11 | 3
Cc1cc(N2CCCCC2)n2ncc(-c3ccc(Cl)cc3)c2n1 | -6 | -1
CCn1nc(C)c(NS(=O)(=O)c2ccc(C)cc2)c1C | 3 | 9
CCOC(=O)c1cnc(SC)nc1Sc1cc(Cl)ccc1Cl | -7 | 2
O=S(=O)(/N=C(\Sc1ccc(Cl)cc1)c1ccccc1)c1ccccc1 | -11 | 11
CC1CCc2ccccc2N1C(=O)c1cccs1 (configuration not stated) | 2 | 7
CSc1ccccc1C(=O)NCC1CCCO1 (configuration not stated) | -8 | 5
Cc1ccc(S(=O)(=O)N2CCOCC2)cc1C(=O)NCCCn1ccnc1 | 4 | 5

canonical_smiles | FXIa single inh | FXIIa single
CSc1oc(-c2ccccc2)nc1S(=O)(=O)c1ccc(C)cc1 | 2 | -4
COc1ccccc1N1C(=O)C2CC(C)=C(C)CC2C1=O (configuration not stated) | 1 | 6
COC(=O)CC1(c2ccccc2)C(=O)c2ccccc2C1=O | -4 | 2
Cn1cccc1CNC(=O)Nc1ccccc1 | -6 | 5
COc1ccc(-c2nc(C)sc2CC(=O)O)cc1 | 4 | 3
CCOC(=O)C1=C(C)N(Cc2ccccc2)C(=O)NC1c1ccc(OC)cc1 (configuration not stated) | 3 | 2
COc1ccc(Br)cc1C1SCCN1S(C)(=O)=O (configuration not stated) | 0 | 7
CCOc1ccc(S(=O)(=O)N(C)C)cc1-c1nc2c(C(C)(C)C)nn(C)c2c(=O)[nH]1 | 6 | 10
CCCN1CNC(=S)N(c2cc(C)ccc2C)C1 | 2 | 1
Oc1c(Cl)cc(Cl)cc1CNc1ccc(Br)cn1 | 2 | 6
CC(C)CCSc1nc2c(c(=O)[nH]c(=O)n2C)n1CCc1ccccc1 | 2 | -1
Fc1cnc(N2CCc3ccccc32)nc1N1CCc2ccccc21 | -6 | 10
CCOC(=O)C1=C(Nc2ccccc2)OCC1=O | 3 | 1
CCOC(=O)N1CCN(C(=O)C2CCN(S(=O)(=O)c3ccc(Cl)cc3)CC2)CC1 | 12 | 2
CCOC(=O)C1CCCN(c2c(Nc3cc(C)cc(C)c3)c(=O)c2=O)C1 (configuration not stated) | 1 | 3
Cc1ccc(CN(c2ccc(C(=O)NCc3ccc4c(c3)OCO4)cc2)S(C)(=O)=O)cc1 | 0 | -8
CN1CCN(c2ncccc2S(=O)(=O)N2CCCCC2)CC1 | -3 | 4
COc1ccc(OC)c(NC(=O)c2cnn(-c3ccccc3Cl)c2NC(=O)c2ccco2)c1 | -7 | 7
Cc1cc(-c2ccccc2)nc2[nH]n(-c3ccccc3)c(=O)c12 | 1 | 7
NS(=O)(=O)c1cc2c(cc1Cl)NCNS2(=O)=O | 7 | 4

canonical_smiles | FXIa single inh | FXIIa single
COc1cccc(OCc2nnc(SCC(=O)NCc3ccco3)n2C)c1 | 0 | 4
O=C(Nc1cc2c(cc1Cl)OCCO2)c1ccco1 | -6 | 6
COCCn1c(Cc2ccccc2)nnc1SCC(=O)N1CCCCC1C (configuration not stated) | 0 | 3
O=C(CCSc1ccc(Cl)cc1)N1CCOCC1 | 0 | -15
Cc1cc(C(F)(F)F)n2ncc(-c3ccccc3)c2n1 | -2 | 4
CCSc1nnc(NC(=O)C(C)(C)C)s1 | -3 | 3
CC1(C)Cc2c(c(N3CCCC3)[nH]c(=S)c2C#N)CO1 | 3 | 4
CCCc1nnc(SCC(=O)N2CCCCC2)n1CC1CCCO1 (configuration not stated) | 25 | -15
Cc1sc(NC(=O)c2ccc(Br)s2)c(C(N)=O)c1C | 1 | 12
COc1ccc(C2CC2/C(C)=N/OC(=O)c2cccs2)cc1 (configuration not stated) | 0 | 7
